Source: PubChem BioAssay (several laboratories)
Shn3 inh set2: reduction of Shn3 3'UTR firefly luciferase signal, primary screen, Schnurri-3 inhibitor project, cell-based, Clone20 osteoblasts, set 2. Clone20 osteoblast Shn3 3'UTR firefly luciferase, 24 h. inhibition, % at 12.5 µM. actives 0.52% (n = 360,000);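 active means mean inhibition of at least 75% with every replicate also reaching 75%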;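 further: 0% = median of neutral control wells and 100% = pilot-screen positive control compound; some compounds past the cut are filed as inactive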
TRPM1 prom inh: inhibitors of MITF-dependent TRPM1 promoter reporter, primary screen, cell-based, SK-MEL-5, single point, luciferase. inhibition, % at 12.5 µM. SK-MEL-5 TRPM1 promoter luciferase, 24 h. actives 0.83% (n = 330,000);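 active means mean inhibition across replicates of 60% or more, whatever share of single replicates reaches that level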; further: values of inactives mirror those of a sister screen read the other way
HIF-2a block: HIF-2a reporter inhibitors, primary screen, luminescence, 786-0 RCC cells; 786-0 RCC cells HIF-2a reporter, luciferase luminescence, overnight; inhibition, % at 18.8 µM; actives 0.72% (n = 360,000); AID 624352, 2012;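 active means inhibition of the luminescence signal of 40% or more relative to plate controls, in a single-dose primary screen at 18.75 µM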
NR2E3 ag-1: NR2E3 agonists in two-hybrid cells, primary screen, cell-based, luminescence, CHO-S, Gal4-NCOR/VP16-NR2E3. AID 602229, 2012. inhibition of corepressor binding, % at 3.98 µM. actives 0.35% (n = 360,000). luciferase;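 active means inhibition above the mean of all tested compounds plus 3 SD, cut at about 70% in these data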;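 further: 0% = DMSO with NR2E3 transfected cells and 100% = cells lacking NR2E3 construct; higher means lower luciferase signal from less NR2E3 corepressor binding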
Target sequence (Q9Y5X4 whole entry, looked up, the tested form may be a part): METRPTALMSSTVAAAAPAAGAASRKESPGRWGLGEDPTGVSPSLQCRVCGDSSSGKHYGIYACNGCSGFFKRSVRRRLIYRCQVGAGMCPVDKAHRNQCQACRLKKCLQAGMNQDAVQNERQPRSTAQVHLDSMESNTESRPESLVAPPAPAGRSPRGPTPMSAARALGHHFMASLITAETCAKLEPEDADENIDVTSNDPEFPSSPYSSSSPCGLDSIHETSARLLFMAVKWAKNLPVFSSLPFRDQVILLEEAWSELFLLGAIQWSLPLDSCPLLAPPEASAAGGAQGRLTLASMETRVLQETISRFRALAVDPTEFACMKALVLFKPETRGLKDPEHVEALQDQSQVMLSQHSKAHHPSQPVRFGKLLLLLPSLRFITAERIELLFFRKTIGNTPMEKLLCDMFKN
iPSC survival up: enhancers of single-cell hiPSC survival, primary screen, ATPlite luminescence. 100% = ROCK inhibitor wells, 0% = DMSO. actives 0.044% (n = 360,000). survival enhancement, % at 20 µM; in the data active means survival enhancement above about 18%;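 further: cells exposed to compounds for 16 hours before the ATP read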
m5-HT2A agonist: mouse Htr2a agonists via beta-arrestin recruitment, primary screen, cell-based, luminescence; activation, % at 7.6 µM; 5-hydroxytryptamine receptor 2A (Mus musculus), P35363; actives 0.66% (n = 360,000); CHO-K1 mHTR2A beta-arrestin complementation; percent of 30 µM serotonin response;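 active means activation above a run cutoff, the mean activation of all tested compounds plus 3 SD, cut at about 14% in these data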;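 further: 0% = plate median of compound wells and 100% = 30 µM serotonin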
CaV13 FRET inh: Disruptors of the CACNA1D IQ motif to Ca2+-dependent inactivation inhibitor domain association, primary screening, Förster resonance energy transfer in intact living …; HEK cells, CFP/YFP FRET ICDI-IQ, plate reader, 10 min; percent FRET-ratio fall versus neutral wells; inhibition, % at 12.3 µM; actives 0.098% (n = 340,000); AID 743397;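 active means mean replicate inhibition of at least 30% and at least 1% of replicates passing that level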;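 further: 0% = median of the neutral control wells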
NR2E3 ag-2: inhibitors of NR2E3-RetCOR corepressor binding, primary screen, NR2E3 agonist project, biochemical, TR-FRET, GST-NR2E3, biotin-RetCOR. 1536-well. Photoreceptor-specific nuclear receptor (Homo sapiens), Q9Y5X4. AID 2300, 2010. actives 0.12% (n = 320,000). inhibition of corepressor binding, % at 4.78 µM;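 active means percent inhibition above the cutoff of mean plus 3 SD of all tested compounds, set per screening campaign, cut at about 20% in these data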;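 further: 0% = DMSO wells and 100% = biotin wells as full block of FRET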
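Material – GST-tagged NR2E3 plus biotinylated RetCOR corepressor · Quantity – NR2E3 fusion 1.35 nM · Times – 5 h incubation at 4 °C · Medium – pH 7.5 Tris-based buffer · Technique – TR-FRET, Eu(K)-anti-GST donor, streptavidin-D2 acceptor, ex 340, em 617/671 nm · Benchmarks – high control biotin, low control 0.6% DMSO · Format – 1536-well plates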
Peg3 promoter: Peg3 promoter-driven luciferase inhibitors, primary screen, cell-based, HeLa, luciferase luminescence. HeLa PEG-Prom luciferase reporter, overnight. inhibition, % at 20 µM. actives 1.7% (n = 360,000);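 active means inhibition of at least 50% at 20 µM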
Cardio protect: cardioprotection against H2O2-induced cell death, primary screen, uHTS, H9c2 cells, ATPLite luminescence | H9c2 cardiomyocytes, H2O2 injury protection, 2 h | protection from H2O2 cell death, % at 20 µM | AID 588492, 2011 | actives 0.63% (n = 360,000);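 active means compounds giving at least 50% protection of heart cells from peroxide-induced death in the single-dose screen, raw or plate-pattern-corrected value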;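 further: 0% = DMSO wells with peroxide and 100% = DMSO wells without peroxide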
PDI inh: inhibitors of human PDI, primary screen, biochemical, turbidity, single point, plate reader; PDI insulin aggregation turbidity, A650, 90 min; inhibition, % at 10 µM; actives 0.052% (n = 350,000); Protein disulfide-isomerase (Homo sapiens), P07237;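 active means mean inhibition across replicates of 30% or more, whatever share of single replicates reach that level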;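 further: absorbance from insulin aggregation driven by PDI reduction with DTT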
Target sequence (P07237 whole entry, looked up): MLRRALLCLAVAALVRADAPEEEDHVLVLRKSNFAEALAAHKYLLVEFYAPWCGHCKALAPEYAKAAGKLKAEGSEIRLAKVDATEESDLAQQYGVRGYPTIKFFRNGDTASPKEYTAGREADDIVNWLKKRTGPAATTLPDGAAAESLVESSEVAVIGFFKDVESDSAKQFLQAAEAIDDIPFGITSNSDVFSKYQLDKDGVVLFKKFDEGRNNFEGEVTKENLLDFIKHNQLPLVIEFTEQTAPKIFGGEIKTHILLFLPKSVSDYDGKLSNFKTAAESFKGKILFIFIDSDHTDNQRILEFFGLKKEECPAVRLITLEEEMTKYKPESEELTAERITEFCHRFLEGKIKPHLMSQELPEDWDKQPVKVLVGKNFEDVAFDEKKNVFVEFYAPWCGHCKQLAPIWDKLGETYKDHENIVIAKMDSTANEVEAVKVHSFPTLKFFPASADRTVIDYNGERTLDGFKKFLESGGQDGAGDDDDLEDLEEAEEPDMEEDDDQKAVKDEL
An asterisk follows results filed as active; nt = not tested or not shown. Hits appear at their usual frequency; overall some 3.9% were active at least once.

SMILES	Shn3 inh set2	TRPM1 prom inh	HIF-2a block	NR2E3 ag-1	iPSC survival up	m5-HT2A agonist	CaV13 FRET inh	NR2E3 ag-2	Peg3 promoter	Cardio protect	PDI inh
CC(C)(C)SCCNC(=O)COc1ccccc1	-23	-21	-52	-19	-0.3	1	-8	2	-29	8	-2
Cc1nc2ccc(C(=O)NCCCn3ccnc3)cn2c1N(C)C(=O)CCc1ccccc1	10	nt	3	-28	0.1	1	-4	nt	-1	4	-5
COCc1c(C(=O)OCC(=O)c2ccc[nH]2)oc2ccccc12	-15	-4	-31	-9	6.9	-1	-6	nt	-3	2	6
CCOc1ccc(NC(=O)Nc2cc(C)ccc2OC)cc1	-17	-19	-187	-29	-3.3	-5	-3	1	-127	-17	-8
Cc1cc(NC(=O)CCC(=O)N(Cc2ccco2)C(C(=O)NC2CCCCC2)c2cccs2)no1 (centres undefined)	19	2	10	-2	0.0	6	-7	2	19	17	1
S=C(NCc1ccc(Cl)cc1)NCc1ccco1	7	0	-80	-32	0.4	-5	-6	nt	-26	-2	11
Fc1cccc(Nc2nc3ccccc3n3cnnc23)c1	-2	12	-33	-18	1.6	-2	-18	2	-1	27	8
CC1CN(C(=O)c2ccc(COc3ccccc3Br)o2)CC(C)O1 (centres undefined)	-57	2	-1	-23	-1.9	-1	-5	-1	8	8	6
CC(O/N=C\c1ccccc1O)C(=O)Nc1ccccc1C(=O)N1CCOCC1 (centres undefined)	-3	-7	18	15	0.6	2	-3	-8	7	8	8
COc1ccc(S(=O)(=O)N2CCOCC2)cc1NC(=O)CSc1ccccc1	-12	3	15	-5	-0.4	-4	-6	3	14	-5	3
COc1ccc(NC(=O)C2CCCN2S(=O)(=O)c2ccc(F)cc2)cc1 (centres undefined)	-4	6	4	-9	1.2	3	-11	0	6	4	nt
c1cc2c3c(cccc3c1)C(N1CCOCC1)=N2	13	2	16	-20	-0.6	2	-58	0	12	0	-13
CCc1ccc(NC(=O)C(C)OC(=O)/C=C/c2cccc([N+](=O)[O-])c2)cc1 (centres undefined)	-10	18	13	9	-1.1	1	-4	0	-1	-7	-4
COc1ccc(CN2CCNC(=O)C2CC(=O)N2CCc3ccccc3C2)c(OC)c1 (centres undefined)	-10	-6	12	-31	1.5	-4	-4	0	7	-2	8
O=C(CN(Cc1ccccc1)S(=O)(=O)c1ccccc1)N/N=C/c1ccccc1C(=O)O	-18	9	20	9	0.7	-2	-3	2	5	4	7
Cc1sc(NC(=O)COc2ccccc2)c(C#N)c1-c1ccccc1	4	-14	-145	-37	1.3	0	-5	3	-146	-4	-19
CCOC(=O)N1CCC(NC(=O)Cn2cc3c(n2)CCC(C)C3)CC1 (centres undefined)	-11	9	3	-16	2.9	3	-5	0	13	5	5
COc1ccc(CC(=O)NC(=S)NNC(=O)COc2c(C)cccc2C)cc1	11	4	18	-18	0.8	0	-3	0	0	9	3
O=C1NN=C(c2ccc(Cl)cc2)CC1c1cccc(Cl)c1 (centres undefined)	5	3	19	-25	0.8	4	-3	-3	21	-11	16
CCN1c2ccccc2N(C)C1(C)c1ccccc1 (centres undefined)	89*	60	26	8	-3.5	-1	nt	0	-5	-27	5
O=C(CSc1ccsc1[N+](=O)[O-])NCc1ccco1	2	3	6	15	-3.2	9	-16	0	-6	4	3
CN(C(=O)c1cccc(NC(=O)Cc2ccc(NC(=O)C3CCN(C(=O)C4CCCC4)CC3)cc2)c1)C1CCC1	-19	3	3	4	2.7	4	-6	nt	12	-10	6
O=C(CSc1nnc(Nc2ccccc2)s1)NC1CCS(=O)(=O)C1 (centres undefined)	90*	0	-4	-11	3.1	2	-6	nt	-19	-3	-4
CCOC(=O)C[C@H]1c2ccccc2S(=O)(=O)N1c1ccccc1	-7	-5	-2	-6	-1.9	-4	-5	4	-4	-10	-3
COC(=O)c1cccc(C23CC4(C2)[C@H](CN(C)[C@@H]4c2ccccc2)C3c2ccccc2)c1 (some centres undefined)	13	-8	-55	-6	2.9	-3	-8	5	-15	-14	2

Four entries already listed, ordered by the number in Shn3 inh set2, descending:
Molecule	Shn3 inh set2	TRPM1 prom inh	HIF-2a block	NR2E3 ag-1	m5-HT2A agonist	CaV13 FRET inh	NR2E3 ag-2	Peg3 promoter	PDI inh
CC(O/N=C\c1ccccc1O)C(=O)Nc1ccccc1C(=O)N1CCOCC1 (centres undefined)	-3	-7	18	15	2	-3	-8	7	8
CCOC(=O)C[C@H]1c2ccccc2S(=O)(=O)N1c1ccccc1	-7	-5	-2	-6	-4	-5	4	-4	-3
COc1ccc(CN2CCNC(=O)C2CC(=O)N2CCc3ccccc3C2)c(OC)c1 (centres undefined)	-10	-6	12	-31	-4	-4	0	7	8
CC(C)(C)SCCNC(=O)COc1ccccc1	-23	-21	-52	-19	1	-8	2	-29	-2

Continuation.
SMILES	Shn3 inh set2	TRPM1 prom inh	HIF-2a block	NR2E3 ag-1	iPSC survival up	m5-HT2A agonist	CaV13 FRET inh	NR2E3 ag-2	Peg3 promoter	Cardio protect	PDI inh
CCCCn1c(=O)[nH]c(=O)c2c1nc(-c1ccccn1)n2CC	13	9	15	-20	0.5	9	-4	0	-12	7	1
Nc1nonc1C(=O)NCCNc1ccc([N+](=O)[O-])cn1	-13	-3	0	-19	-0.6	-2	-2	1	2	-9	0
COc1ccc([C@H]2C=C3CN(C(=O)OC(C)(C)C)S(=O)(=O)[C@H]3C[C@H]2OC(=O)c2ccc(C(F)(F)F)cc2)cc1	7	4	4	-21	-1.0	4	-5	5	14	-1	2
O=c1cc(/C=C/c2c(F)cccc2Cl)[nH]c2ccccc12	-35	-14	-195	-23	4.8	2	-18	-1	-141	22	-6
c1ccc2cc(C3OCC4(CCCC4)CO3)ccc2c1	-36	nt	-246	-53	4.0	6	-4	nt	-335	-6	-3
CC(C)(C)c1ccc(C(=O)Nc2ccc(CN3CCS(=O)(=O)CC3)cc2)cc1	37	23	-30	-14	0.3	-1	-4	-3	-42	-4	-2
COc1ccc(N(CC(=O)Nc2ccccc2SC)S(C)(=O)=O)cc1OC	-19	-1	0	-1	-0.8	-7	-5	3	17	6	5
O=C1NC(c2ccccc2)=NC1(NS(=O)(=O)c1ccc(Cl)cc1)C(F)(F)F (centres undefined)	-25	-6	12	-12	-0.8	0	-4	4	2	0	0
COc1cccc(CN(C)C(=S)Nc2ccc(C)c(C)c2)c1	14	4	12	-5	0.2	-3	-1	5	17	-16	-1
CCC(Sc1nc2ncccc2[nH]1)C(=O)NC1CCCC1 (centres undefined)	-2	7	8	14	-1.1	0	-6	3	8	1	-15
CCNC(=O)/C(=C\C=C\c1ccccc1)NC(=O)c1ccc(Br)o1	-43	-4	9	3	2.8	-2	-6	3	-10	-6	-14
COc1cc2cnc(-c3ccccc3F)cc2cc1OC	-15	-8	-140	8	-0.3	2	-10	nt	-62	0	0
CCCCCCCCCCS(=O)(=O)N/N=C/c1ccccc1OC	-26	0	6	6	2.5	-2	-5	3	6	-12	0
CC(C)N(Cc1ccc(F)cc1)C(=O)c1cc2ccccc2oc1=O	-17	-27	-115	5	2.9	2	-2	0	-108	9	-8
CCOC(=O)NC(NC(=S)Nc1ccc(OC)cc1)C(Cl)(Cl)Cl (centres undefined)	46	-4	20	11	1.8	1	0	1	13	-3	-8
COC(=O)c1ccccc1NC(=O)c1ccccc1SC	8	-4	-11	-6	1.3	-4	-5	-2	8	6	11
Nc1ccc(C#Cc2ccc3sc4ccccc4c(=O)c3c2)cc1	-145	-63	-308	-104	-1.0	-3	-11	5	-409	-14	3
Cc1cc(C)cc(NC(=O)CSc2nnc(CNC(=O)c3ccco3)n2C)c1	4	4	5	-9	-0.4	-7	-2	1	-2	7	-8
CCOc1cc2[nH]c(=O)n(CC3CCC(C(=O)NCCC(C)C)CC3)c(=O)c2cc1OCC (centres undefined)	13	3	22	-13	-0.3	4	-7	nt	8	18	5
COc1cccc(N2C(=O)CC(N3CCc4ccccc43)C2=O)c1 (centres undefined)	-5	-18	-112	-2	-1.1	9	-5	3	-36	-10	3
CC(C)C(NC(=O)OCc1ccccc1)C(=O)NCC(=O)OC(C)(C)C (centres undefined)	3	8	-2	-6	2.4	3	-1	0	2	2	-5
CCNC(=S)NC1CC2CCCC(C1)N2Cc1ccco1 (centres undefined)	-11	-6	-6	-13	2.2	-1	-2	0	-2	3	-8
O=C1c2cc([N+](=O)[O-])cc3cc([N+](=O)[O-])cc(c23)C(=O)N1c1ccccn1	3	82*	36	8	-1.2	1	-7	-12	28	0	-4
CC(C)(C)C(=O)NNC(=O)C1CC1(c1ccccc1)c1ccccc1 (centres undefined)	6	11	11	-7	0.2	3	-17	0	5	0	1
Cc1cccc(C)c1Nc1c(-c2ccsc2)nc2ncccn12	0	3	17	9	0.4	0	-8	-3	29	1	-1
Remaining list, next part:
SMILES	Shn3 inh set2	TRPM1 prom inh	HIF-2a block	NR2E3 ag-1	iPSC survival up	m5-HT2A agonist	CaV13 FRET inh	NR2E3 ag-2	Peg3 promoter	Cardio protect	PDI inh
CCC(=O)NCCSc1c[nH]c2ccccc12	-14	3	14	-24	0.1	-2	0	-2	14	7	-12
OCC#Cc1ncc(C(F)(F)F)cc1Cl	0	2	13	10	0.6	2	-5	2	-6	-15	3
CCCN1C(=O)c2cc(C(=O)Nc3ccccc3OC)ccc2C1Nc1ccccc1OC (centres undefined)	7	4	10	13	0.5	2	-5	5	25	13	1
COc1ccc(N2CCCn3c2nc2c3c(=O)n(CCc3ccccc3)c(=O)n2C)cc1	9	8	6	-16	-1.3	3	nt	-2	52*	40	3
O=C(c1cccc(S(=O)(=O)NCc2ccccc2)c1)N1CCN(c2ccccc2)CC1	38	9	11	-6	0.3	1	-18	nt	21	0	-5
CC(C(=O)O)N1C(=O)CSC1=S (centres undefined)	11	-4	9	-28	0.2	0	-3	0	3	-1	7
Cc1cc(C)n(-c2ccc(C(=O)OCC(=O)NC(c3ccccc3)c3ccccc3)cc2)n1	13	3	16	9	-1.0	1	-3	2	9	2	-2
CC(C)C(=O)N1CCCC1(C)C(=O)N(C)Cc1cccc2ccccc12 (centres undefined)	-30	nt	4	4	1.3	6	-5	nt	4	3	5
CCOc1ccccc1Nc1ccc(C(=O)O)cc1[N+](=O)[O-]	-4	8	20	-3	3.1	2	-3	1	-12	14	-4
